SRC3 inh = inhibits human SRC3 coactivator; Q9Y6Q9; HEK293 GAL4-SRC3 luciferase reporter, luminescence; inhibition, % at 3.6 µM; 360,000 tested, 0.17% active; AID 588352;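 active = inhibition above a per-campaign cutoff, the mean of all compounds plus 3 SD, cut at about 60% in these data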;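 note: 0% = DMSO-treated cells and 100% = gossypol-treated cells at 36 µM; higher means less SRC3-driven luciferase light from the GAL4 reporter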
CF NFkB inh = blocks PAF-induced NF-kB reporter in cystic fibrosis cells | KKLEB NF-kB-GFP reporter, GFP fluorescence overnight | inhibition, % at 5 µM | 360,000 tested, 0.86% active | AID 588850;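 active = at least 50% inhibition at 5 µM, scaled per plate between neutral and stimulator controls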;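 note: PAF is a Pseudomonas aeruginosa culture filtrate used as stimulus; plate controls were PAF-stimulated DMSO wells for no effect and unstimulated DMSO wells for full effect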
TWEAK-Fn14 inh = blocks TWEAK-Fn14 interaction in a reporter cell assay; TWEAK-stimulated Fn14 reporter cells, luciferase luminescence, 8 h; 360,000 tested, 2% active; inhibition, % at 10 µM; in the data active = inhibition above about 50%
KKLEB tox = reduces viability of KKLEB cystic fibrosis airway cells; activity change (cytotoxicity), % at 5 µM; 360,000 tested, 0.36% active; KKLEB CF airway cells viability, ATPlite luminescence, overnight; hits give low values; cells stimulated with P. aeruginosa culture filtrate;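 active = corrected activity change at or below -50% at 5 µM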
NCOA2 inhibitor = human SRC2 (NCOA2) inhibition; HEK293 GAL4-SRC2 luciferase reporter, luminescence; Q15596; inhibition, % at 9 µM; 370,000 tested, 0.17% active;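 active = inhibition above the mean inhibition of all tested compounds plus 3 SD, set per campaign, cut at about 52% in these data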;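 note: 0% = DMSO treated cells and 100% = cells given Gossypol at 36 µM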
LMP1 NFkB inh = inhibitors of Epstein-Barr LMP1-induced NF-kappaB reporter | LMP1-induced NF-kappaB luciferase reporter cells, luminescence | inhibition, % at 12.5 µM | 350,000 tested, 0.69% active | AID 504558; in the data active = inhibition above about 41%;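 note: 0% = neutral control wells and 100% = reference inhibitor control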
TROY NFkB inh = TROY signaling inhibition. Q293 LMP1-TROYcd NF-kB luciferase reporter, 4 h. inhibition, % at 10 µM. 360,000 tested, 0.98% active. AID 1347056;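 active = compounds whose plate-normalised and pattern-corrected inhibition of the luciferase reporter signal at the single screening dose is 50% or more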
SRC1 inh = inhibitors of human steroid receptor coactivator 1 (SRC1) | inhibition, % at 3.6 µM | AID 588354 | Q15788 | 360,000 tested, 0.12% active | HEK293 GAL4-SRC1 luciferase reporter, luminescence;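 active = inhibition above the campaign mean plus 3 SD, with each screening campaign given its own cutoff, cut at about 60% in these data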;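 note: 0% = DMSO treated cells and 100% = gossypol at 36 µM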
C8 TRAIL sens = sensitizes caspase-8 expressing cells to TRAIL | NB7+C8 cells + TRAIL, ATPlite viability luminescence | AID 624354 | inhibition (viability loss, TRAIL sensitization), % at 10 µM | 360,000 tested, 1% active;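 active = compounds causing at least 50% loss of cell viability in the single-dose screen, relative to plate controls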
NR2F2 inh = blocks human COUP-TFII nuclear receptor. HEK293T NGFI-A luciferase reporter, luminescence. 370,000 tested, 0.7% active. AID 686940. inhibition, % at 8.6 µM. P24468;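 active = inhibition above a per-plate cutoff, mean inhibition of test wells between control levels plus 3 SD, cut at about 38% in these data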;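 note: cells cotransfected with COUP-TFII expression vector driving the NGFI-A reporter; 0% = median of COUP-TF2 test wells and 100% = reporter-only cells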
Target sequence (P24468 whole entry, looked up): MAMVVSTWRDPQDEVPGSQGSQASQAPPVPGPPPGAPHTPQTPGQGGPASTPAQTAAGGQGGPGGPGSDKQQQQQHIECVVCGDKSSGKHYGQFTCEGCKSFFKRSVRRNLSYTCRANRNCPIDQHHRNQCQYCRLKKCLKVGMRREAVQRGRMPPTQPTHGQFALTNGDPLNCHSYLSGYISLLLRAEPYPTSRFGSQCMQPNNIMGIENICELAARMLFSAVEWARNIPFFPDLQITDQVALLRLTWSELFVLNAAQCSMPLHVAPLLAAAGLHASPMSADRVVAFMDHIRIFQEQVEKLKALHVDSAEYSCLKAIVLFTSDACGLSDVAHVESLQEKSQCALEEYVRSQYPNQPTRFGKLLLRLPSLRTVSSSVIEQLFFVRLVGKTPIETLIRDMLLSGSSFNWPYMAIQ
LRH-1 inv ag = inverse agonists of human LRH-1 (NR5A2) | AID 602396 | 360,000 tested, 0.13% active | O00482 | inhibition, % at 3.6 µM | HEK293T StAR-luciferase reporter, LRH-1 transfected, 24 h;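 active = inhibition above the mean inhibition of all tested compounds plus 3 SD, cut at about 73% in these data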;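 note: 0% = DMSO wells and 100% = reporter-only cells lacking LRH-1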
Target sequence (O00482 whole entry, looked up): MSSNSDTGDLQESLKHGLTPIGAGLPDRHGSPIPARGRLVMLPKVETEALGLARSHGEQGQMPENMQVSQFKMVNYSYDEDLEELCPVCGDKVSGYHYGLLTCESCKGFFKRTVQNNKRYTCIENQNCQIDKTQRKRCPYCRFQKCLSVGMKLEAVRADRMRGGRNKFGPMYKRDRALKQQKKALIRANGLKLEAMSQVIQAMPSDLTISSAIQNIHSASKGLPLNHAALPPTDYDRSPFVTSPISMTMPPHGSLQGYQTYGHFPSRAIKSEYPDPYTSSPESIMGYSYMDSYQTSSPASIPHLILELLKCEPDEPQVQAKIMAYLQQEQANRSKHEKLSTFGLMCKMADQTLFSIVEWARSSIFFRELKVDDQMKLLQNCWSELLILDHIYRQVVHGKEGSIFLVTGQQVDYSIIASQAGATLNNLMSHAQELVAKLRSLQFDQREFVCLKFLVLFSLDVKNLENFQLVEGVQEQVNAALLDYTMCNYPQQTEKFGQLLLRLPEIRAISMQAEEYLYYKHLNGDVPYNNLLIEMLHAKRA
The depositor's hits bear a star.

Screening O=C(COC(=O)C1CC2CCCC(C1)C2=O)NC(=O)c1ccc(OC(F)F)cc1 (stereo unspecified) returned SRC3 inh 8, CF NFkB inh -4, TWEAK-Fn14 inh -2, KKLEB tox 0, NCOA2 inhibitor 27, TROY NFkB inh 8, SRC1 inh 3, C8 TRAIL sens 7, NR2F2 inh -10 and LRH-1 inv ag 21.
Screening O=C(CSc1nc(Nc2ccccc2)nc(N2CCOCC2)n1)Nc1ccccc1Cl returned SRC3 inh 5, CF NFkB inh 3, TWEAK-Fn14 inh -51, KKLEB tox -3, NCOA2 inhibitor 8, LMP1 NFkB inh -5, TROY NFkB inh 3, SRC1 inh 2, C8 TRAIL sens 20, NR2F2 inh 7 and LRH-1 inv ag 13.
Screening COc1ccc(COC(=O)c2cccc(S(=O)(=O)N3CCCC3)c2)cc1F returned SRC3 inh 2, CF NFkB inh 34, TWEAK-Fn14 inh 14, KKLEB tox -19, NCOA2 inhibitor 27, LMP1 NFkB inh -2, TROY NFkB inh 7, SRC1 inh 1, C8 TRAIL sens -3, NR2F2 inh -15 and LRH-1 inv ag 22.
Screening CN(Cc1ccccc1NS(=O)(=O)c1ccc(Cl)cc1)C1CCCCC1 returned SRC3 inh 23, CF NFkB inh 7, TWEAK-Fn14 inh 10, KKLEB tox -1, NCOA2 inhibitor -1, LMP1 NFkB inh 0, TROY NFkB inh 11, SRC1 inh 14, C8 TRAIL sens -3, NR2F2 inh 24 and LRH-1 inv ag -18.
Cc1ccc(N(C)C(=O)CCS(=O)(=O)c2cc3c(cc2Cl)NC(=O)CO3)cc1 was read as SRC3 inh 0, CF NFkB inh -4, TWEAK-Fn14 inh 3, KKLEB tox 8, NCOA2 inhibitor 19, LMP1 NFkB inh -1, TROY NFkB inh -3, SRC1 inh 14, C8 TRAIL sens -11, NR2F2 inh 1 and LRH-1 inv ag 15.
Screening O=C(NCc1ccc2c(c1)OCO2)c1ccc2c(c1)OCCO2 returned SRC3 inh -25, CF NFkB inh -7, TWEAK-Fn14 inh -27, KKLEB tox 10, NCOA2 inhibitor -90, LMP1 NFkB inh -17, TROY NFkB inh -44, SRC1 inh -17, C8 TRAIL sens -3, NR2F2 inh -11 and LRH-1 inv ag -22.
`COCCn1c(-c2ccc(OC(F)(F)C(F)C(F)(F)F)cc2)nc2c1c(=O)[nH]c(=O)n2CC(C)C` (stereo unspecified) gave SRC3 inh 16, CF NFkB inh -2, TWEAK-Fn14 inh -13, KKLEB tox -3, NCOA2 inhibitor 14, LMP1 NFkB inh 6, TROY NFkB inh -15, SRC1 inh 13, C8 TRAIL sens -4, NR2F2 inh 19 and LRH-1 inv ag 25.
`CC(C)c1ccccc1OCC(=O)Nc1nnc(C2CC2)s1` gave SRC3 inh 24, CF NFkB inh -3, TWEAK-Fn14 inh -28, KKLEB tox 4, NCOA2 inhibitor -12, LMP1 NFkB inh -7, TROY NFkB inh 21, SRC1 inh -5, C8 TRAIL sens 0, NR2F2 inh 19 and LRH-1 inv ag 3.
`CCN(CC)c1ccc(C(=O)OCC(=O)NC(C)(C)C)cc1` gave SRC3 inh 2, CF NFkB inh -6, TWEAK-Fn14 inh 13, KKLEB tox 10, NCOA2 inhibitor -31, LMP1 NFkB inh -2, TROY NFkB inh -18, SRC1 inh -7, C8 TRAIL sens -7, NR2F2 inh -12 and LRH-1 inv ag -8.
Cc1nnc(SCC(=O)N2CCN(S(=O)(=O)c3ccc(Cl)cc3)CC2)n(N)c1=O was read as SRC3 inh 14, CF NFkB inh 2, TWEAK-Fn14 inh -28, KKLEB tox -2, NCOA2 inhibitor -26, LMP1 NFkB inh 0, TROY NFkB inh 11, SRC1 inh -8, C8 TRAIL sens -8, NR2F2 inh -4 and LRH-1 inv ag 3.
`Cc1ccccc1OCc1nnc(SCC(=O)Nc2ccc(N3CCOCC3)cc2)n1C` gave SRC3 inh 13, CF NFkB inh 1, TWEAK-Fn14 inh -19, KKLEB tox -2, NCOA2 inhibitor -12, LMP1 NFkB inh -5, TROY NFkB inh -12, SRC1 inh 15, C8 TRAIL sens 10, NR2F2 inh -3 and LRH-1 inv ag 36.
For CC1CCCC(NC(=O)c2cccs2)C1C (stereo unspecified) the results were SRC3 inh 3, CF NFkB inh 15, TWEAK-Fn14 inh -6, KKLEB tox 11, NCOA2 inhibitor -52, LMP1 NFkB inh -6, TROY NFkB inh -16, SRC1 inh -23, C8 TRAIL sens -1, NR2F2 inh 27 and LRH-1 inv ag 13.
`NS(=O)(=O)c1ccc(NC(=O)Nc2ccc3c(c2)OCO3)cc1` gave SRC3 inh -57, CF NFkB inh 13, TWEAK-Fn14 inh -9, KKLEB tox -11, NCOA2 inhibitor -32, LMP1 NFkB inh -15, TROY NFkB inh -24, SRC1 inh -51, C8 TRAIL sens -1, NR2F2 inh -15 and LRH-1 inv ag -76.
For COc1ccccc1NC(=O)CCc1nnc2ccc(NCc3ccco3)nn12 the results were SRC3 inh -23, CF NFkB inh -14, TWEAK-Fn14 inh 14, KKLEB tox -12, NCOA2 inhibitor 3, LMP1 NFkB inh -8, TROY NFkB inh 16, SRC1 inh -4, C8 TRAIL sens 12, NR2F2 inh 7 and LRH-1 inv ag -16.
`O=C(NCCCN1CCCCCC1)c1cc2c(=O)oc3ccccc3c2s1` gave SRC3 inh -26, CF NFkB inh -5, TWEAK-Fn14 inh -32, KKLEB tox 6, NCOA2 inhibitor 10, LMP1 NFkB inh -2, TROY NFkB inh -12, SRC1 inh -14, C8 TRAIL sens 0, NR2F2 inh -4 and LRH-1 inv ag 7.
`COc1ccc(C2C(C#N)=C(N)SC(N)=C2C#N)cc1OC` gave SRC3 inh -3, CF NFkB inh -6, TWEAK-Fn14 inh -2, KKLEB tox 1, NCOA2 inhibitor -14, LMP1 NFkB inh 9, TROY NFkB inh -11, SRC1 inh -21, C8 TRAIL sens -7, NR2F2 inh -2 and LRH-1 inv ag 15.
Cc1ccc(OCCSc2nc3ccccc3n2CCC(=O)O)c(C(C)C)c1 was read as SRC3 inh 10, CF NFkB inh 22, TWEAK-Fn14 inh -11, KKLEB tox -12, NCOA2 inhibitor -9, LMP1 NFkB inh -2, TROY NFkB inh 9, SRC1 inh 7, C8 TRAIL sens -4, NR2F2 inh 6 and LRH-1 inv ag 4.
`OC(CN1CCN(c2cccc(Cl)c2)CC1)c1ccc(F)cc1` (stereo unspecified) gave SRC3 inh -20, CF NFkB inh -7, TWEAK-Fn14 inh 16, KKLEB tox 6, NCOA2 inhibitor 11, TROY NFkB inh -5, SRC1 inh 4, C8 TRAIL sens 11, NR2F2 inh 9 and LRH-1 inv ag 23.
`CCOc1c2ccc(C(=O)NCCc3cccs3)cc2nn1CC` gave SRC3 inh -122, CF NFkB inh -2, TWEAK-Fn14 inh -8, KKLEB tox -9, NCOA2 inhibitor -62, LMP1 NFkB inh -23, TROY NFkB inh -44, SRC1 inh -97, C8 TRAIL sens 27, NR2F2 inh -40 and LRH-1 inv ag -146.
`CCc1c(O)nc(SCC(=O)Nc2nc3ccccc3s2)n(C2CCCCC2)c1=O` gave SRC3 inh 13, CF NFkB inh 3, TWEAK-Fn14 inh -1, KKLEB tox -10, NCOA2 inhibitor 11, LMP1 NFkB inh -8, TROY NFkB inh 33, SRC1 inh -22, C8 TRAIL sens 11, NR2F2 inh 15 and LRH-1 inv ag 13.
COc1ccc(-c2sc3ccc(N4CCOCC4)cc3c2C#CCO)cc1 was read as SRC3 inh 12, CF NFkB inh 17, TWEAK-Fn14 inh 90*, KKLEB tox 0, NCOA2 inhibitor 21, LMP1 NFkB inh -1, TROY NFkB inh 54*, SRC1 inh 7, C8 TRAIL sens 41, NR2F2 inh 74* and LRH-1 inv ag 34.
Screening CCN(CC)c1ccc(NC(=O)CC2Oc3ccccc3NC2=O)c(C)c1 (stereo unspecified) returned SRC3 inh -1, CF NFkB inh -27, TWEAK-Fn14 inh -28, KKLEB tox 9, NCOA2 inhibitor 19, LMP1 NFkB inh 5, TROY NFkB inh -16, SRC1 inh 1, C8 TRAIL sens -5, NR2F2 inh 11 and LRH-1 inv ag 12.
`COc1ccc(Cl)cc1C(=O)NCCCn1ccnc1` gave SRC3 inh 19, CF NFkB inh -23, TWEAK-Fn14 inh -21, KKLEB tox 7, NCOA2 inhibitor 6, LMP1 NFkB inh -17, TROY NFkB inh -23, SRC1 inh -1, C8 TRAIL sens -3, NR2F2 inh 0 and LRH-1 inv ag -3.
For C=CCn1c(N)c(C(=O)OCC)sc1=S the results were SRC3 inh -6, CF NFkB inh -16, TWEAK-Fn14 inh -10, KKLEB tox 1, NCOA2 inhibitor 15, LMP1 NFkB inh 11, TROY NFkB inh 0, SRC1 inh -11, C8 TRAIL sens -7, NR2F2 inh 0 and LRH-1 inv ag -1.
For COc1ccccc1-c1noc2c1C(=O)N(Cc1cn(Cc3ccccc3)nn1)CC2 the results were SRC3 inh -3, CF NFkB inh -26, TWEAK-Fn14 inh 5, KKLEB tox 6, NCOA2 inhibitor 17, TROY NFkB inh 4, SRC1 inh 6, C8 TRAIL sens -5, NR2F2 inh 0 and LRH-1 inv ag -4.
Cc1noc(C)c1C(=O)N1CCCC(C)(C(=O)NS(=O)(=O)C2CC2)C1 (stereo unspecified) was read as SRC3 inh -18, CF NFkB inh -17, TWEAK-Fn14 inh -3, KKLEB tox 11, NCOA2 inhibitor -3, TROY NFkB inh -5, SRC1 inh -16, C8 TRAIL sens -15, NR2F2 inh -6 and LRH-1 inv ag -3.
COCCCN1C(=O)c2ccc(C(=O)OCC(=O)N(CCC#N)c3cc(C)cc(C)c3)cc2C1=O was read as SRC3 inh 5, CF NFkB inh 11, TWEAK-Fn14 inh -4, KKLEB tox 2, NCOA2 inhibitor -29, LMP1 NFkB inh -5, TROY NFkB inh -6, SRC1 inh -3, C8 TRAIL sens 7, NR2F2 inh 1 and LRH-1 inv ag 13.
c1ccc2c(N3CCCC3)nc(-c3ccncc3)nc2c1 was read as SRC3 inh 15, CF NFkB inh -32, TWEAK-Fn14 inh 2, KKLEB tox -5, NCOA2 inhibitor 20, LMP1 NFkB inh -9, TROY NFkB inh 14, SRC1 inh 22, C8 TRAIL sens 15, NR2F2 inh 5 and LRH-1 inv ag 3.
`O=C(Nc1cccc(S(=O)(=O)NC2=NCCC2)c1)c1ccccc1` gave SRC3 inh 5, CF NFkB inh 2, TWEAK-Fn14 inh 19, KKLEB tox -3, NCOA2 inhibitor -4, LMP1 NFkB inh 6, TROY NFkB inh 0, SRC1 inh 12, C8 TRAIL sens 0, NR2F2 inh 23 and LRH-1 inv ag 13.
CCCCc1ccc(N=N/C(C(=O)Nc2ccc(NC(C)=O)cc2OC)=C(/C)O)cc1 was read as SRC3 inh 7, CF NFkB inh 9, TWEAK-Fn14 inh -19, KKLEB tox -4, NCOA2 inhibitor 4, LMP1 NFkB inh -7, TROY NFkB inh -8, SRC1 inh -14, C8 TRAIL sens -19, NR2F2 inh 22 and LRH-1 inv ag 16.
